Screening data deposited in PubChem by several laboratories.
E coli growth: counter-screen for AddAB inhibitors: E. coli growth inhibition. AID 449728. hit rate 0.27% among 330,000. inhibition, % at 11.9 µM. E. coli V3065 growth, OD600 absorbance, 18 h;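 active = inhibition above the campaign's mean inhibition across all tested compounds plus 3 SD, cut at about 9.9% in these data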;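 also: uninfected addAB+ strain grown without phage in ampicillin broth; 0% = DMSO wells and 100% = ciprofloxacin 0.95 µg/ml wells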
phage Ecoli inh: E. coli growth loss with phage present. hit rate 0.26% among 360,000. inhibition, % at 11.9 µM. growth absorbance; in the data active = inhibition above about 11%
OPRM1-OPRD1 ag: agonists of human mu-delta opioid receptor heterodimerization; cells, OPRM1-OPRD1 heterodimerization, luminescence; activation, % at 9.3 µM; P35372+P41143; hit rate 0.3% among 340,000; in the data active = activation above about 18%;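 also: 0% = vehicle-treated cells and 100% = reference agonist; values of inactives mirror those of a sister screen read the other way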
Target sequence (P35372 whole entry, looked up): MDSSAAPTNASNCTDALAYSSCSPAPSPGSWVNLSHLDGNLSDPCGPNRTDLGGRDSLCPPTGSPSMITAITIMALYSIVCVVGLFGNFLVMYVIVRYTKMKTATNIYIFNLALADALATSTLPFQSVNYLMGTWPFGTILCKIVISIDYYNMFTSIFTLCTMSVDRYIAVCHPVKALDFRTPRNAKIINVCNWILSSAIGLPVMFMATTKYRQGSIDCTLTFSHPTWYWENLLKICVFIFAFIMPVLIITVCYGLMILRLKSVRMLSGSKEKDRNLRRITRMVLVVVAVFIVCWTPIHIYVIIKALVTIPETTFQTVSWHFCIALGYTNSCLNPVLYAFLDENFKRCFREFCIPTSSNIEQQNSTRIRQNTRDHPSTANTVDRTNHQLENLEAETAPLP
Target sequence (P41143 whole entry, looked up): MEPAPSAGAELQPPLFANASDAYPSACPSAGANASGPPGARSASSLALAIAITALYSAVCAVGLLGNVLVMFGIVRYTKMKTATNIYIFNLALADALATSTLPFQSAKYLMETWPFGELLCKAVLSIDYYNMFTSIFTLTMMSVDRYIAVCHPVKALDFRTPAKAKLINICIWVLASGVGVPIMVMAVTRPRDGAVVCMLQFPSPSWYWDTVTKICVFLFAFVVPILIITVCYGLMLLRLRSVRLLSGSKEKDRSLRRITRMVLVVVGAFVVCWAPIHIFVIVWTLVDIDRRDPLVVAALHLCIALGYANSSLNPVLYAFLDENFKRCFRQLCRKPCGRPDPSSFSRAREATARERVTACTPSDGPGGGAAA
PKA-R1A act: PKA-R1A complex activation. AID 504707. P00514+P68181. PKA-R1A dissociation, Cy5-IP20 fluorescence polarization; scaled: DMSO 0%, 113 µM cGMP 100%. hit rate 0.083% among 340,000. activation, % at 11.4 µM;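 active = percent activation above the mean of all tested compounds plus 3 SD, cut at about 19% in these data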;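 also: higher means more PKAc released from R1A so a rise in polarization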
PfHsp90 yeast 2: growth inhibition of yeast expressing Plasmodium Hsp90. S. cerevisiae expressing PfHsp90, BacTiter-Glo ATP, 48 h; yeast lacking PDR1 and PDR3 efflux regulators. inhibition, % at 9.4 µM. hit rate 0.32% among 310,000;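 active = every replicate shows inhibition above about 80%, whatever the replicate mean, limit read from the data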;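 also: 0% = DMSO neutral controls and 100% = 20 µM radicicol positive controls; yeast relying on Plasmodium falciparum Hsp90 in place of its own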
AddAB inh: less growth of phage-infected E. coli with AddAB; inhibition, % at 11.9 µM; E. coli expressing H. pylori AddAB, absorbance growth; AID 435030; hit rate 0.29% among 330,000; in the data active = inhibition above about 12%;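 also: 0% = vehicle wells of infected cells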
Arrestin-AP2 inh: inhibitors of human beta-arrestin and AP2 interaction; FITC-arrestin peptide / GST-AP2 beads, flow cytometry; AP2 beta2 appendage carries R879A mutation; inhibition, % at 10 µM; hit rate 0.31% among 340,000; AID 504490;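 active = inhibition above a set limit, near 3 SD of compounds lacking own fluorescence, cut at about 54% in these data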;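 also: plate controls were DMSO wells for no effect and 5 µM unlabelled arrestin peptide for full effect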
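Test system: GST-tagged AP2 beta2-adaptin appendage (R879A) on 4 µm glutathione beads; also added: fluorescein-tagged arrestin peptide at 50 nM final; timing: 12 min plus 1 h, RT; signal: flow cytometry, FL1 (488/535 nm); read-out: percent drop in bead-associated FITC signal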
MOR-DOR inv ag: inverse agonists of human mu-delta opioid receptor heterodimerization; hit rate 0.21% among 340,000; cell-based MOR-DOR heterodimer luminescence, inverse agonism; P35372+P41143; inhibition, % at 9.3 µM; in the data active = inhibition above about 22%, passing the limit was not always enough;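 also: 0% = cells with DMSO and 100% = wells without cells with DMSO; values of inactives mirror those of a sister screen read the other way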
SUMO Mot1 rescue: SUMOylation pathway inhibition by Mot1-301 growth rescue | S. cerevisiae Mot1-301 growth rescue, ATP luminescence, 38.5C; percent above DMSO median, 100 means doubled | hit rate 1% among 320,000 | growth rescue, % at 18.8 µM;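 active = every valid replicate shows activation above 250% relative to neutral control wells; inactive = the rest, any valid replicate at or below 250%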;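 also: OY570 slx delta 5 strain wells were the positive control but not used for scaling; some compounds called inactive have numbers as strong as hits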
Tat export inh: E. coli Tat transport inhibition; E. coli MC4100 TorA-mCherry Tat export, fluorescence; inhibition, % at 10 µM; hit rate 0.036% among 340,000; AID 488895;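 active = mean replicate inhibition at least 50% and at least half of replicates individually reaching 50%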;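 also: exported cargo escapes ClpAP degradation while cytoplasmic cargo is degraded and loses fluorescence; 0% = median of neutral control wells and 100% = median of NaSCN control wells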
DSG3 Ab inh: human desmoglein-3 autoantibody binding inhibition; binding (percent of control), % at 10 µM; P32926; DSG3-coupled beads, scFv-anti-DSG3-GFP binding, flow cytometry; active compounds read low; hit rate 0.48% among 310,000;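 active = binding more than 3 SD below its plate's average and above zero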;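 also: hits lower antibody fragment binding to DSG3; some compounds called inactive have numbers as strong as hits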
Numbers without * were called inactive; . = no result given.

SMILES	E coli growth	phage Ecoli inh	OPRM1-OPRD1 ag	PKA-R1A act	PfHsp90 yeast 2	AddAB inh	Arrestin-AP2 inh	MOR-DOR inv ag	SUMO Mot1 rescue	Tat export inh	DSG3 Ab inh
CCOC(=O)N1CCN(C(=O)COC(=O)c2cc(Cl)cc(Cl)c2)CC1	0.4	0.4	0.4	-6	.	-1.7	-8	-2	11	-2	96
O=c1[nH]c2cc(C(F)(F)F)ccc2n1-c1cc(C(F)(F)F)ccc1O	-0.3	4.6	12	10	2	-3.0	0	-69	4	5	107
CCOC(=O)C1=C(O)/C(=C\c2sccc2C)N=C1C	1.7	3.2	-0.6	4	-13	1.9	-13	3	-16	0	108
CCOc1cc(/C=N\NC(=O)c2c(C)nc3ccccn23)ccc1O	-0.7	0.2	-1.6	8	-15	1.5	-7	9	-9	-2	110
Cc1ccc(S(=O)(=O)c2c[nH]c3ccc(Cl)cc3c2=O)cc1	0.8	2.4	0.4	3	3	0.1	41	-2	17	-6	95
CC(=O)Nc1ccc(N2C(C(C)=O)=NN(c3ccc(Cl)cc3)C2c2sccc2C)cc1 (stereo unspecified)	-2.3	0.4	0.4	-16	-37	0.6	6	-2	1	7	104
O=C1OC2(CCCCC2)OC(=O)C1=CNc1nc2ccccc2s1	0.6	3.9	-2.6	0	-27	1.4	-3	13	24	23	.
Cc1ccc(O)c(-c2cc3ccccc3[nH]2)c1	0.1	1.9	7.0	-9	-10	1.0	3	-35	-10	-7	101
CCCCc1c(O)c2ccccc2[nH]c1=O	-1.8	4.8	-0.2	-16	-4	-1.0	-4	2	80	11	.
CC(=O)Nc1ccc(NS(=O)(=O)c2cc(C)sc2C)cc1	-2.7	0.2	-3.2	-7	.	0.9	-3	16	3	8	.
CC(=O)c1ccc(OCc2cc(C(=O)N3CCCCCCC3)no2)cc1	.	3.1	-1.9	-9	-26	.	-3	10	75	5	.
Cc1cccc(-c2nc3ccccc3c3nncn23)c1	0.0	2.6	5.1	1	.	0.1	9	-30	-6	15	.
O=C(CSc1nnnn1Cc1ccccc1)N1CCN(c2ccccc2)CC1	-1.6	3.9	-2.2	-1	1	0.5	16	14	12	-2	98
Cn1c(/C(C#N)=N/O)nc2ccccc21	2.6	3.8	-0.9	5	18	2.3	16	5	.	0	104
COc1ccc(S(=O)(=O)n2oc(=O)cc2-c2ccccc2)cc1	0.3	-4.6	-2.5	-3	-17	3.1	0	13	285	2	100
CCOC(=O)CNC(=O)Cn1cnc2sc(C)c(S(=O)(=O)N3CCC(C)CC3)c2c1=O	0.5	3.4	-1.4	8	.	0.7	9	8	3	-4	.
C=CCc1cc(C=O)cc(OCC)c1OCc1ccc(Cl)cc1	-0.2	3.0	2.4	7	-15	3.4	-8	-12	6	10	105
CC(C)COc1ccc(C(=O)Nc2ccc(NC(=O)c3ccco3)cc2)cc1	-1.0	.	-0.7	-6	-48	2.9	-4	5	-6	18	89
C/C(=C\c1ccc(Br)cc1)C(=O)c1c(C)cc(C)[nH]c1=O	.	2.7	-1.5	10	16	.	-7	8	11	-4	112
Cc1ccn2c(NC(=O)c3cccs3)c(-c3ccccc3)nc2c1	1.1	3.3	-1.3	-6	-27	3.1	-8	8	10	6	99
CC(=O)N1N=C(c2ccccc2)CC1c1ccc2c(c1)OCO2 (stereo unspecified)	-1.2	2.4	-2.1	-5	7	1.0	-9	11	-7	9	101
Cc1cc(C)cc(NC(=O)Cn2ncn3c(cc4ccccc43)c2=O)c1	0.2	2.3	7.5	-13	-6	2.1	19	-43	8	-3	82*
Cc1ccccc1OCC(=O)Nc1ccccc1-c1ccccc1	2.5	2.6	1.4	-11	-5	1.5	9	-7	-8	-1	8.5*
COc1ccc(Nc2cc(C)nc3ncnn23)c(OC)c1	-1.2	4.0	-1.8	-7	-4	9.7	-4	9	14	2	109
Nc1cc(=O)nc(SCC(=O)Nc2cccc3ccccc23)n1CCc1ccccc1	-2.7	0.3	-1.9	-6	-18	2.8	-3	11	0	-2	101
Cc1ccc(NC(=O)c2noc3c2CCc2ccccc2-3)cc1	1.0	1.7	-0.7	-12	-21	2.2	-2	4	.	-15	96
CC(C)(CO)NC12CC3CC(CC(C3)C1)C2	1.3	0.3	-1.5	-5	11	5.2	4	7	-2	-3	.
CNC(=O)c1cccc2nc3ccccc3nc12	-3.6	1.9	.	.	0	-0.9	11	.	16	0	89
Cc1ccc(C(=O)OCCc2sc[n+](Cc3ccccc3)c2C)cc1	-1.8	0.5	-3.1	-6	9	3.9	1	17	1	0	.
CN(Cc1cnccn1)C(=O)CC1C(=O)NCCN1CC(c1ccccc1)c1ccccc1 (stereo unspecified)	0.4	1.8	-0.2	-2	.	4.5	0	1	7	13	99

Full records from above:
Cc1ccc(NC(=O)c2noc3c2CCc2ccccc2-3)cc1 is listed as E coli growth: 1.0; phage Ecoli inh: 1.7; OPRM1-OPRD1 ag: -0.7; PKA-R1A act: -12; PfHsp90 yeast 2: -21; AddAB inh: 2.2; Arrestin-AP2 inh: -2; MOR-DOR inv ag: 4; SUMO Mot1 rescue: .; Tat export inh: -15; DSG3 Ab inh: 96
CC(C)(CO)NC12CC3CC(CC(C3)C1)C2 is listed as E coli growth: 1.3; phage Ecoli inh: 0.3; OPRM1-OPRD1 ag: -1.5; PKA-R1A act: -5; PfHsp90 yeast 2: 11; AddAB inh: 5.2; Arrestin-AP2 inh: 4; MOR-DOR inv ag: 7; SUMO Mot1 rescue: -2; Tat export inh: -3; DSG3 Ab inh: .

Going on with the list.
SMILES	E coli growth	phage Ecoli inh	OPRM1-OPRD1 ag	PKA-R1A act	PfHsp90 yeast 2	AddAB inh	Arrestin-AP2 inh	MOR-DOR inv ag	SUMO Mot1 rescue	Tat export inh	DSG3 Ab inh
Cc1ccc(NC(=O)C/C(N)=N/OC(=O)Nc2cccc(Cl)c2)cc1	-1.4	3.1	-0.7	-17	18	0.4	-7	3	-9	-7	63
C#CCNC(=O)C1=C[C@H](C2CCCCC2)C[C@H](OCCCCO)O1	6.2	2.8	-1.4	-7	-2	1.8	29	8	-15	-3	101
Cc1onc(-c2ccccc2Cl)c1C(=O)OCC(=O)c1ccccc1	0.1	4.2	-0.1	-1	-13	3.2	-8	1	-5	12	105
O=C(NC1(C(F)(F)F)N=C2SCCN2C1=O)c1cccnc1 (stereo unspecified)	2.3	5.4	-0.9	-2	4	2.0	14	5	-2	-2	96
COC(=O)c1ccc(Cl)c(NC(=O)CN2CCOCC2)c1	1.5	1.1	-1.8	6	-20	0.8	-1	9	-12	-4	95
O=C(CSc1nnc(CNC(=O)c2cccs2)o1)c1ccc(Cl)cc1	-1.1	-0.8	-0.5	2	-3	1.3	3	3	-2	7	64
O=C(COC(=O)COc1cccc(F)c1)NCC1CCCCC1	-0.3	1.2	-1.1	5	-10	0.7	33	4	9	-3	98
CCOC(=O)Cc1csc(NC(=O)NC2(C(F)(F)F)Oc3ccccc3O2)n1	-2.1	2.6	3.6	-1	13	-1.1	32	-17	770*	-1	99
CN1CC(=O)NC1=NC(=O)C12CC3CC(CC(C3)C1)C2	-4.3	0.2	-1.6	-15	-6	-5.0	25	9	.	1	105
CC1(C)N([O-])C2=C(c3ccccc3C2=O)[N+](=O)C1(C)C	1.7	3.3	1.4	-1	-14	3.2	5	-8	5	-3	106
CC1=C(C(=O)OCc2ccccc2)N2C(=O)[C@@H](NC(=O)COc3ccccc3)[C@H]2SC1	-0.9	1.8	-3.9	13	18	0.6	-4	18	-4	-1	105
COc1cccc2cc(C(=O)NCc3ccc(F)cc3)c(=N)oc12	1.4	-1.6	-1.0	-8	-79	0.2	-3	4	-6	-5	107
O=C(COC(=O)CC1CC2CCC1C2)NCc1ccc(F)cc1 (stereo unspecified)	3.2	3.4	-0.3	-10	.	1.1	-11	1	-18	3	98
CCOC(=O)N1CCC(N2CCN(Cc3ccc(C)o3)C(CCO)C2)CC1 (stereo unspecified)	-0.2	2.6	1.7	-1	0	3.6	21	-9	1	4	107
Cc1ccnc(NC(=O)CCCOc2ccccc2)c1	-2.9	1.6	-2.8	-13	-6	1.7	19	14	92	-8	87
COc1cc(C[C@H](C)[C@H](C)Cc2ccc3c(c2)OCO3)ccc1O	-0.3	.	2.7	-2	-8	-0.3	-1	-12	10	4	106
CCOc1ccc(NC(=O)CSc2nc3cccnc3n2CCOC)cc1	-1.1	2.5	-0.5	-12	6	-1.9	9	3	2	2	94
COC(=O)c1sc2nc(C)nc(SCC(=O)N3CCC(C(=O)O)CC3)c2c1C	-2.2	2.4	-2.7	-1	-18	-1.8	2	14	2	3	105
Cc1ccc(S(=O)(=O)N2CCC(C(=O)NCc3ccccc3Cl)CC2)cc1	1.0	1.6	-2.7	-9	1	1.2	-6	15	-3	2	100
COc1ccc(-c2nnc(C)c3nocc23)cc1	-2.3	2.8	-2.8	9	-3	-2.2	-2	14	-4	-3	101
Cn1c(SCC(=O)NCc2ccc3c(c2)OCO3)nnc1-c1cccs1	-1.7	3.6	-1.0	6	.	1.1	1	6	8	0	.
CC(C)(C)NC(=O)Cn1c(SCC(=O)NC2CCCC2)nc2ccccc21	-1.2	-0.8	.	1	-8	1.8	5	.	17	-1	104
CCOC(=O)C1CCN(C(=O)COC(=O)c2oc3ccccc3c2C)CC1	2.4	3.4	0.1	0	-14	1.0	1	-1	-12	1	96
COc1ccc2c(=O)c3c(=O)n(CCc4ccccc4)c(C)nc3oc2c1	.	1.3	.	.	-9	.	-9	.	.	18	88
Cc1ccc(N(C)/N=C/c2ccc(Cl)cc2Cl)nn1	4.0	1.8	-1.8	4	-34	3.5	5	8	8	-4	89
CCCOc1nc2ccccc2cc1/C=C/C(=O)O	-0.5	0.2	0.0	2	9	-0.8	8	0	226	5	96
Cc1cc(OCC(=O)Nc2ccccc2F)nc(C(C)C)n1	1.8	0.6	3.8	8	-12	2.8	5	-24	-7	6	97
CC(=Nc1ccc(O)cc1)c1sc2ccccc2c1O	3.5	4.2	1.0	-5	14	1.5	1	-5	6	1	108
CCN(CC)S(=O)(=O)c1ccc(C(=O)NCC(=O)N/N=C/c2ccccc2OC)cc1	1.9	3.1	-3.6	7	-4	-1.2	25	19	-4	8	99
c1ccc2c(c1)OCC(CNc1ncnc3nc[nH]c13)O2 (stereo unspecified)	-1.5	0.2	2.1	1	9	0.5	-5	-13	-5	1	95
CCOC(=O)C(=NCCOC)NNc1cc(Cl)ccc1Cl	-1.6	4.7	1.3	-5	10	1.5	7	-7	197	6	101
O=C(CN1C(=O)c2ccc([N+](=O)[O-])cc2C1=O)Nc1nnc(C2CC2)s1	0.8	0.5	-1.1	-3	4	-0.1	9	5	-6	-7	66*
CC(=O)c1c(C)[nH]c(C(=O)OCC(=O)Nc2cc(S(=O)(=O)N3CCCC3)ccc2Cl)c1C	-1.4	0.7	-0.2	-3	0	-2.9	6	1	0	-7	100
COC(=O)[C@H](CCSC)NC(=O)Nc1ccc(C(C)C)cc1	0.8	1.9	-1.3	1	27	1.9	-3	7	-4	-7	95
